Bioassay records (PubChem)
PI5P4K alpha inh = inhibitors of human PI5P4K alpha. PI5P4Kalpha enzyme, ADP-Glo luminescence, 60 min; hits give low values. max response, %. 330,000 compounds, 1.2% hits; active means max response of -50% or lower; inconclusive means between -30% and -50%; inactive means -30% or higher; further: value at the top dose of about 77 µM; on the % scale 0 is the no-effect control and ±100 the full control effect
Target sequence (P48426 whole entry, looked up): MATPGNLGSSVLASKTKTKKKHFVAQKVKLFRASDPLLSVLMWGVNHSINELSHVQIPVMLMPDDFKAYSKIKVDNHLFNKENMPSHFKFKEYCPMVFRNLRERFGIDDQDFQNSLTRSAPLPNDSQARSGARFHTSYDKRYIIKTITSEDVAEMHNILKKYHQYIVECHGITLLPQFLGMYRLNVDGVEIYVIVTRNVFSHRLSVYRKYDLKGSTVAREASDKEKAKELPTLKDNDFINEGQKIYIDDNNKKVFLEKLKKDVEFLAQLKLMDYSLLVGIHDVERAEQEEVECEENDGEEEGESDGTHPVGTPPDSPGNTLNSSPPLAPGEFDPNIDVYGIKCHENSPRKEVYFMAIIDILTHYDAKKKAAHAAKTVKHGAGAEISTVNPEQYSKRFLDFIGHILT
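ADP-Glo luminescence end-point read after a 60 min room-temperature kinase reaction of PI5P4Kalpha plus substrate, initiated with ATP at 5 microM final. Buffer: 0.038 M HEPES pH 7.4, EGTA, 0.1% CHAPS, 5% DMSO.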
EPAC1 ag = EPAC1 (human) agonism; EPAC1 agonist qHTS, biochemical assay; response scale: 100% = response to 6.5 mM cAMP; AID 720707; Potency, µM (highest dose often 154 µM), without a hit: at the top dose activation, most hits filed as activators; 360,000 compounds, 0.073% hits; further: potency means the concentration at half of the fitted maximal effect; nearly all actives have a fitted effect of over 60% in size
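EPAC1 100 nM, Rap1B–BODIPY-GDP 250 nM, unlabeled GDP 50 uM; compound titration; 5 min RT; kinetic read ex480/em540 at 5-min intervals ×30 min; data normalized to 6.5 mM cAMP agonist control.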
WRN inhibitor = inhibitors of human WRN helicase. WRN helicase unwinding, fluorescent forked duplex, kinetic. Potency, µM (top dose mostly 114 µM), for the others: top-dose activity change, negative = inhibition, actives largely listed as inhibitors. 360,000 compounds, 0.46% hits; further: potency means the concentration at half of the fitted maximal effect; on the % scale 0 is the no-effect control and ±100 the full control effect; nearly all actives have a fitted effect of over 55% in size
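Primary qHTS, 1536-well format. 20 nM WRN + compound, 15 min RT; start with 100 nM forked fluorophore/quencher duplex, 2 mM ATP (final); kinetic read ex 525/em 598 nm.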
FUS yeast rescue = suppressors of FUS proteinopathy in yeast; S. cerevisiae FUS-expressing, growth rescue, OD600, 24 h; Potency, µM (highest dose often 76.6 µM), for inactives: top-dose growth rescue (activation), most hits filed as activators; 390,000 compounds, 0.24% hits;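 further: potency means the concentration at half of the fitted maximal effect; plate controls were DMSO vehicle for no effect and reference control for full effect; nearly all actives have a fitted effect of over 55% in size; some results filed as inactive show a strong effect at the top dose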
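S. cerevisiae expressing FUS from galactose induction served as the toxicity model. Growth after 24hr at 30C, read as absorbance at 600 nm, indicates suppression of toxicity; compounds dosed at several concentrations.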
Abeta yeast res = A-beta toxicity reversal in yeast; Potency, µM (top dose mostly 46.1 µM), for inactives: at the highest dose growth rescue, usual class: activators; yeast expressing A-beta42, growth rescue, OD600, 48 h; response scale: 0% DMSO, 100% iron-clioquinol control; 410,000 compounds, 0.063% hits; AID 1347071; further: potency means the concentration at half of the fitted maximal effect; nearly all actives have a fitted effect of over 55% in size
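Yeast growth medium received pinned compounds, then yeast cells expressing toxic A-beta were added; plates incubated at 30 C for 48 hr. Growth read as absorbance at 600 nm, normalized to DMSO and equimolar FeCl3 plus clioquinol controls.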
PLK1 PBD block = inhibitors of human PLK1 polo-box domain binding | Potency, µM, for inactives: max response, negative = inhibition, most hits filed as inhibitors | Plk1 PBD binding of FITC phosphopeptide, fluorescence polarization | 360,000 compounds, 2.8% hits; further: potency means the concentration at half of the fitted maximal effect; series mostly up to about 57 µM; on the % scale 0 is the no-effect control and ±100 the full control effect; nearly all actives have a fitted effect of over 65% in size
Target sequence (P53350 whole entry, looked up, the tested form may be a part): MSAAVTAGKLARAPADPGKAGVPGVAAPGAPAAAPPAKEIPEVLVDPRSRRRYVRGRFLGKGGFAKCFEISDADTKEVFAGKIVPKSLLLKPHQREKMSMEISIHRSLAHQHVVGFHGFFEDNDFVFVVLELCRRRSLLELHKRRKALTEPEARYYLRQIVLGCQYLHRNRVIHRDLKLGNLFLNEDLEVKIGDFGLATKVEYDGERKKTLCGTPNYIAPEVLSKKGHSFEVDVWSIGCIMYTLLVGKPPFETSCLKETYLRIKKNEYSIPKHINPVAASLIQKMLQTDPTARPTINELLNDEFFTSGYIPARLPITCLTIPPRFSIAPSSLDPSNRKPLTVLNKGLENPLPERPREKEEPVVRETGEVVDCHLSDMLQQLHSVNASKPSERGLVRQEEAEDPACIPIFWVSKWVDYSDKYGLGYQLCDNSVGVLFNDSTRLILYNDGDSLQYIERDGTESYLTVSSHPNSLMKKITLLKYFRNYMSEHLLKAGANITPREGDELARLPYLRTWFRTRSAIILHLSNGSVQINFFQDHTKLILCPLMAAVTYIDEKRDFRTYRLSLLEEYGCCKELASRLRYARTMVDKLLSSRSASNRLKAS
EPAC1 antagonist = blocks human EPAC1 exchange factor. EPAC1 GEF assay, Rap1b-BODIPY-GDP exchange fluorescence. Potency, µM (doses to about 115 µM), without a hit: top-dose activity change, negative = inhibition, actives largely listed as inhibitors. 360,000 compounds, 0.14% hits;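 further: potency means the concentration at half of the fitted maximal effect; plate controls were vehicle for no effect and positive control for full effect; nearly all actives have a fitted effect of over 50% in size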
aSyn yeast inh = inhibitors of alpha-synuclein toxicity in yeast | Yeast expressing alpha-synuclein, growth rescue, BacTiter-Glo, 24 h | Potency, µM (highest dose often 46.1 µM), for the others: at the top dose growth rescue (activation), actives largely listed as activators | 370,000 compounds, 0.14% hits; further: potency means the concentration at half of the fitted maximal effect; % of control where 0% means no effect; nearly all actives have a fitted effect of over 65% in size
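Rescue of yeast growth: cells expressing toxic alpha-synuclein, induced in galactose at OD600 0.02, incubated with compound 24 h at 30 C. ATP luminescence quantified growth; inhibitors of toxicity appear as activators.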
IL2 activator = IL-2 activation; IL-2 activation reporter assay, cell-based qHTS; stimulated with anti-CD3/CD4/CD28 beads; in transgenic mouse T cells; activation, % (series mostly up to about 46 µM); 360,000 compounds, 0.065% hits; in the data active means activation above about 50%; inconclusive means mostly about 30% to 49%; further: 0% is about no effect
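EGFP and DsRed fluorescence is measured by plate cytometry in unstimulated transgenic mouse T cells exposed to compound for 60 minutes, then stimulated 18 hours at 37 degrees C with anti-CD3/anti-CD4 beads plus anti-CD28.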
* hit, by the source's call; ? = inconclusive; . = not tested or not shown; [ ] = dose if it differs, or a comment. Unless noted, the call rests on the fitted dose curve; in most records, active means well fitted curve in the direction sought with a large enough effect; inconclusive means small, poorly fitted or top-dose-only effect, or another doubt; inactive means no such curve, though single readings can be large; an effect the other way counts as inactive or inconclusive.

#	Molecule	PI5P4K alpha inh	EPAC1 ag	WRN inhibitor	FUS yeast rescue	Abeta yeast res	PLK1 PBD block	EPAC1 antagonist	aSyn yeast inh	IL2 activator
1	CCOC(=O)c1sc2nc(C)cc(C)c2c1NC(=O)c1ccco1	4	0%	0%	-1%	-7%	-7%	-14%	4%	-0.4
2	CCc1ccccc1NC(=O)CN(C)S(=O)(=O)c1ccc(-c2ccc(=O)[nH]n2)s1	-8	6%	-12%	38%	-9%	-16%	-7%	3%	-3.2
3	CCOc1ccccc1NC(=O)CSc1nc2ccccc2nc1N1CCCC1	5	6%	-13%	16%	-7%	-9%	?	10%	-1.6
4	CCOc1cc2c(cc1OCC)C(c1ccc(F)cc1)NCC2 (configuration not stated)	8	8%	-4%	3%	7%	0%	-12%	0%	1.1
5	O=C1Nc2ncccc2OC1CCO (configuration not stated)	-3	7%	4%	-12%	11%	-11%	-14%	-6%	0.9
6	COc1ccc(NC(=O)CSc2nnc(NC(=O)c3ccco3)s2)cc1	-6	-5%	7%	-26%	-7%	-7%	-10%	-9%	0.3
7	Cc1csc(SCC(=O)Nc2cc(S(=O)(=O)N3CCOCC3)ccc2N2CCOCC2)n1	0	-9%	2%	12%	9%	3%	-18%	9%	-0.4
8	CC1(C)CC(=O)C2=C(C1)N(Cc1ccco1)C(=O)C2(O)C(F)(F)F (configuration not stated)	.	5%	-7%	16%	-20%	-7%	13%	10%	-1.8
9	COC(=O)[C@H]1C[C@@]2(O)CN(S(=O)(=O)c3ccc(C)cc3)C[C@@]2(OC(=O)NCc2ccco2)C[C@H]1C(=O)OC	1	-8%	-7%	6%	2%	-21%	-2%	0%	1.7
10	O=C(CCCN1C(=O)NC2(CCCC2)C1=O)Nc1ccc(Cl)c(S(=O)(=O)N2CCOCC2)c1	-4	-8%	-1%	-14%	7%	0%	8%	3%	-1.0
11	Cc1cc(C)cc(NS(=O)(=O)CCCS(=O)(=O)Nc2cc(C)cc(C)c2)c1	17	-2%	-17%	23%	6%	4%	-19%	6%	-1.0
12	O=C(CC1S/C(=N/N=C/c2c[nH]c3ccccc23)NC1=O)Nc1ccccc1 (configuration not stated)	-2	-3%	-8%	.	11%	9%	4%	-6%	0.0
13	Cc1nnc(N/N=C/c2cc(C)n(-c3ccc(F)cc3)c2C)n1N	-3	-1%	0%[11.6 µM]	34%	-22%	3%	?	4%	1.5
14	CN(C(=O)COC(=O)C1c2ccccc2Oc2ccccc21)C1CCS(=O)(=O)C1 (configuration not stated)	6	5%	-1%	13%	29%	-10%	-7%	8%	-1.9
15	Cc1cc(-c2ccccc2)nc(N/N=C/c2ccc(O)cc2)n1	-5	5%	-4%	15%	18%	7%	-2%	1%	-0.1
16	CCCc1oc(C(=O)O)cc1CN1CCOCC1	.	-7%	0%[57.1 µM]	-9%	17%	1%	5%	-10%	1.0
17	CCN(CC)C(=O)c1nc[nH]c1C(=O)N(C)Cc1ccccc1	4	5%	-1%	-19%	-4%	-5%	7%	-1%	-0.5
18	Cc1ccc(S(=O)(=O)N2CCCCC2)cc1NC(=O)Cn1ccc(C(F)(F)F)n1	1	-18%	-3%	12%	8%	-10%	-4%	6%	-0.8
19	NC(=NCCc1c[nH]c2ccccc12)NC(=O)c1ccc(Cl)cc1	22	17%	-10%	1%	2%	0%	-8%	-4%	-0.8
20	COCCn1c(SCC#N)nnc1-c1ccccc1O	.	-2%	1%	-5%	10%	-6%	7%	0%	-2.3

An excerpt from above, limited to IL2 activator and PLK1 PBD block.
| nr | compound | IL2 activator | PLK1 PBD block |
| --- | --- | --- | --- |
| 17 | CCN(CC)C(=O)c1nc[nH]c1C(=O)N(C)Cc1ccccc1 | -0.5 | -5% |
| 20 | COCCn1c(SCC#N)nnc1-c1ccccc1O | -2.3 | -6% |
| 11 | Cc1cc(C)cc(NS(=O)(=O)CCCS(=O)(=O)Nc2cc(C)cc(C)c2)c1 | -1.0 | 4% |
| 19 | NC(=NCCc1c[nH]c2ccccc12)NC(=O)c1ccc(Cl)cc1 | -0.8 | 0% |
| 12 | O=C(CC1S/C(=N/N=C/c2c[nH]c3ccccc23)NC1=O)Nc1ccccc1 (configuration not stated) | 0.0 | 9% |
| 13 | Cc1nnc(N/N=C/c2cc(C)n(-c3ccc(F)cc3)c2C)n1N | 1.5 | 3% |

Quoted at random: two compounds from above
#	Molecule	PI5P4K alpha inh	EPAC1 ag	WRN inhibitor	FUS yeast rescue	Abeta yeast res	PLK1 PBD block	EPAC1 antagonist	aSyn yeast inh	IL2 activator
19	NC(=NCCc1c[nH]c2ccccc12)NC(=O)c1ccc(Cl)cc1	22	17%	-10%	1%	2%	0%	-8%	-4%	-0.8
12	O=C(CC1S/C(=N/N=C/c2c[nH]c3ccccc23)NC1=O)Nc1ccccc1 (configuration not stated)	-2	-3%	-8%	.	11%	9%	4%	-6%	0.0

Back to the main list with the 3 entries that preceded the break.
#	Molecule	PI5P4K alpha inh	EPAC1 ag	WRN inhibitor	FUS yeast rescue	Abeta yeast res	PLK1 PBD block	EPAC1 antagonist	aSyn yeast inh	IL2 activator
18	Cc1ccc(S(=O)(=O)N2CCCCC2)cc1NC(=O)Cn1ccc(C(F)(F)F)n1	1	-18%	-3%	12%	8%	-10%	-4%	6%	-0.8
19	NC(=NCCc1c[nH]c2ccccc12)NC(=O)c1ccc(Cl)cc1	22	17%	-10%	1%	2%	0%	-8%	-4%	-0.8
20	COCCn1c(SCC#N)nnc1-c1ccccc1O	.	-2%	1%	-5%	10%	-6%	7%	0%	-2.3
21	NNC(=O)CSc1c(-c2ccccc2)c2cc(Cl)ccc2[nH]c1=O	6	8%	1%	26%	-11%	-26%	-7%	-10%	2.0
22	CSCCC(N=C1NS(=O)(=O)c2ccccc21)C(=O)NCCc1ccccc1 (configuration not stated)	-2	0%	-30%	12%	14%	2%	6%	-8%	-3.0
23	COC(=O)N1C(=O)[C@](c2ccc(OC)cc2)(C(C)C)N1C(=O)OC	-5	3%	1%	15%	8%	-18%	-3%	19%	0.9
24	O=C(Nc1cc(C(F)(F)F)ccc1N1CCCC1)C1CC(=O)N(Cc2ccccc2)C1 (configuration not stated)	-1	1%	15%	10%	12%	-11%	2%	-2%	-2.2
25	CN(CCN1CCOCC1)C(=O)c1cc(COc2ccc(F)cc2Cl)on1	4	-1%	9%	-14%	2%	-1%	-13%	0%	-1.3
26	Cc1ccccc1NC(=O)CN1C(=O)N/C(=C\c2ccc(N3CCOCC3)c(F)c2)C1=O	-6	3%	-1%	12%	18%	3%	-1%	1%	2.0
27	COc1cc(C(C(=O)NC(C)(C)C)N(Cc2ccccc2)C(=O)c2cnccn2)cc(OC)c1OC (configuration not stated)	.	-4%	-3%	7%	12%	1%	6%	1%	18
28	COc1cc2c(cc1CNC[C@H]1O[C@@H](n3cnc4c(N)ncnc43)[C@H](O)[C@@H]1O)OCO2	-1	5%	-4%	-11%	-7%	?	2%	2%	-0.4
29	COc1cc(C(=O)NCc2ccccn2)ccc1OCc1c(C)noc1C	-5	-1%	-10%	.	-10%	-4%	-12%	-7%	-3.6
30	COc1ccccc1NC(=S)N(CCCN1CCOCC1)Cc1ccccn1	11	11%	3%	24%	-16%	-4%	-7%	-6%	-3.5
31	O=C(COC(=O)c1ccc(S(=O)(=O)NCc2ccco2)cc1)NCCC1=CCCCC1	-19	-7%	-7%	?	8%	-6%	17%	-10%	0.2
32	CCc1ccc(NC(=S)NC2CCN(Cc3ccccc3)CC2)cc1	22	-1%	-12%	.	30%	5%	-4%	-4%	-0.4
33	COc1cc(NC(=O)c2ccco2)c(OC)cc1NC(=O)Nc1cccc(Cl)c1	.	19%	-6%	39%	-3%	?	-3%	-2%	-3.3
34	CCCCn1c(OC(=S)N(CC)CC)cc(C)nc1=S	-2	-2%	-2%	9%	8%	-3%	-9%	4%	-0.7
35	CC1=Nc2ccccc2N=C(NC(=O)c2ccccc2)C1c1ccccc1 (configuration not stated)	4	10%	?	24%	-9%	-15%	?	-6%	0.0
36	CCN(CC(=O)Nc1c(F)cccc1F)C(=O)CCN1C(=O)C2CCCCC2C1=O (configuration not stated)	1	0%	3%	24%	4%	-11%	-9%	-1%	4.6
37	CCCn1c(N)c(C(=O)CSc2nnc(C3CC3)n2-c2ccccc2)c(=O)[nH]c1=O	1	-4%	-3%	-1%	-7%	-5%	-13%	-3%	-0.2
38	COc1ccc(NC(=O)CCNC(=O)Cn2cnc3ccccc3c2=O)cc1OC	-4	5%	-5%	29%	-17%	-9%	-12%	-5%	-1.8
39	Cc1ccc(C(=O)CCC(=O)Nc2ccc(C)cn2)cc1	-1	8%	3%	-1%	-4%	-6%	-7%	1%	2.0
40	COc1cc2c(N3CCOCC3)cc(O)c(CC(=O)Nc3ccccc3)c2cc1OC	-6	11%	-2%	-4%	7%	-3%	-1%	-5%	-3.0
41	Cc1ccc(S(=O)(=O)NCCOCCNS(=O)(=O)c2ccc(C)cc2)cc1	1	4%	-6%	16%	8%	-10%	-1%	5%	-0.9
42	O=C(Cc1ccccc1)N/N=C/c1cccn1-c1ccc([N+](=O)[O-])cc1	?	6%	?	?	-9%	-9%	?	16%	-2.5
